Epigenetic derep: Quantitative High-Throughput Screen for Regulators of Epigenetic Control. Potency, µM (series often up to 53.9 µM), for the others: top-dose GFP activation, hits mostly activators. 0.2% of 280,000 active. murine LDR cells, GFP reporter derepression, 30 h. AID 1865, 2009; also: % of control where 0% means no effect; nearly all actives have a fitted effect of over 60% in size
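Reporter derepression read as number of fluorescent GFP-positive objects, 20-120 um in size, counted by laser-scanning cytometer. Mouse LDR line with an epigenetically silenced CMV-GFP locus; compound incubation 30 h, 37 C.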
Luc counter: Counterscreen for Luciferase (Kinase-Glo TM) Inhibition | Luciferin 4-monooxygenase (Photuris pensylvanica), Q27757 | Kinase-Glo luciferase, ATP luminescence, 8 min | Potency, µM (highest dose often 38.3 µM), for inactives: at the top dose activity change, negative = inhibition, most hits filed as inhibitors | 0.28% of 200,000 active; also: % is scaled to controls: 0 for no effect and ±100 for the full control effect; nearly all actives have a fitted effect of over 60% in size
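Luminescence was the read-out, taken after 8-minute incubation at ambient temperature. Luciferase turned over luciferin with 10 uM ATP in imidazole pH 7.2 buffer containing KCl, MgCl2, Tween 20 and BSA.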
Lamin A splicing: qHTS Assay for Modulators of Lamin A Splicing; AID 1487, 2009; 0.01% of 200,000 active; HeLa LMNA splicing GFP/RFP minigene ratio, 48 h; Potency, µM (highest dose often 46.1 µM), without a hit: at the top dose ratio change, negative = inhibition, hits mostly inhibitors; active = well fitted inhibition curve with a large enough effect in the signal ratio, with a control signal flat, not every such curve was filed as active; inconclusive = small, poorly fitted or top-dose-only effect, or effect the other way, or a change in a side signal; the % refers to the signal ratio; also: % is scaled to controls: 0 for no effect and ±100 for the full control effect
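Read-out is the ratio of GFP to DsRed2 object intensity, acquired by 488 nm laser-scanning cytometry on HeLa lamin A-EGFP minigene reporter cells. Compound incubation 48 hrs at 37 °C in Opti-MEM with 2% FBS; DMSO 0.5% final.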
IMPase Li cell: qHTS Assay for Identifying the Cell-Membrane Permeable IMPase Inhibitors: Potentiation with Lithium | AID 1457, 2008 | Potency, µM (doses to about 59.4 µM), for the others: at the highest dose activity, negative = IMPase inhibition, most hits filed as inhibitors | 0.35% of 210,000 active | CHO-M1 cells, IP1 TR-FRET (IP-One), carbachol + lithium;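 also: IP1 builds up when IMPase is blocked and the TR-FRET signal falls; plate controls were basal vehicle for no effect and high inhibitor control for full effect; nearly all actives have a fitted effect of over 50% in size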
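Concentration–response in CHO-M1 cells, lithium-potentiated; 30 min at 37C. IP1 detected by competitive TR-FRET after 10 min lysis at RT. Hill-fitted AC50.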
An asterisk follows results filed as active; ? = inconclusive; / = no result given; & = joins results of further samples; [ ] = dose if it differs, or a comment. Unless noted, calls follow the shape of the dose curve; as a rule, active = well fitted curve in the direction sought with a large enough effect; inconclusive = small, poorly fitted or top-dose-only effect, or another doubt; inactive = no such curve, though single readings can be large; an effect the other way counts as inactive or inconclusive. Potency is read from the fitted curve at half-maximal effect.

SMILES	Epigenetic derep	Luc counter	Lamin A splicing	IMPase Li cell
CCCCCCCCCC(CC)c1ccc(S(=O)(=O)O)cc1 (stereo unspecified)	/	/	18.6%	/
CCCCCCCCCCCCCCCCCC[N+](C)(C)CCC[Si](OC)(OC)OC	/	/	?	/
O=S(=O)(O)c1ccc(O)cc1	/	/	?	/
CN(C)CCOc1ccc(/C(=C(/CCCl)c2ccccc2)c2ccccc2)cc1	/	/	?	/
CCCCCCCCCC(=O)O[C@H]1CC[C@H]2[C@@H]3CCC4=CC(=O)CC[C@]4(C)[C@H]3CC[C@]12C	/	/	?	/
CCN(CC)C(=O)/C(Cl)=C(\C)OP(=O)(OC)OC	/	/	?	/
C=C[C@@H]1CN2CC[C@H]1C[C@H]2[C@H](O)c1ccnc2ccccc12	/	/	-1.8%	/
O=c1n(Cl)c(=O)n(Cl)c(=O)n1Cl	/	/	?	/
Cc1cccc(-n2c(/C=C/c3c[nH]c4ccccc34)nc3ccccc3c2=O)c1	?	/	/	/
Cc1ccc2oc(-c3ccc(Cl)cc3)c(O)c(=O)c2c1	?	/	/	/
Nc1c(C(=O)Nc2ccc(F)c(Cl)c2)sc2nc3c(cc12)N1CCC3CC1	-1.1%	/	/	/
CCC(=O)N1CC(=O)Nc2ccc(C)cc2C1c1ccc(F)cc1 (stereo unspecified)	6.5%	/	/	/
CCc1ccc(-n2nc(C)c3c2NC(=O)CSC3c2ccc(OC)cc2OC)cc1 (stereo unspecified)	-3.6%	/	/	/
CCOc1ccc(CN(CCc2ccc3c(c2)OCO3)Cc2cccc(OC)c2)cc1	-1.2%	/	/	/
O=C(Nc1ccc(Br)cc1C(=O)c1ccccc1Cl)c1ccc(Br)cc1	-0.8%	/	/	/
CC(C)(C)c1ccc(C(=O)Nc2ccc(Cl)cc2C(=O)c2ccccc2)cc1	-0.8%	/	/	/
COc1ccc(-c2nc(CN3C(=O)CN=C(c4ccccc4)c4ccccc43)c(C)o2)cc1OC	-2.6%	/	/	/
COc1cccc(C2SCC(=O)Nc3c2c(C)nn3-c2ccc(C)c(Cl)c2)c1OC (stereo unspecified)	2.7%	/	/	/
Cc1ccccc1-n1c(/C=C/c2ccc(N(C)C)cc2)nc2ccccc2c1=O	10µM*	/	/	/
Nc1c(C(=O)Nc2ccc(Cl)c(C(F)(F)F)c2)sc2nc3c(cc12)N1CCC3CC1	1.1%	/	/	/
Cc1cccc(-n2c(CC3C(=O)Nc4ccc(C)cc43)nc3ccccc3c2=O)c1 (stereo unspecified)	-1.6%	/	/	/
CCN(CC)CCSc1nc2ccccc2c(=O)n1-c1ccc(Cl)cc1	-1.6%	/	/	/
O=c1c2ccccc2nc(/C=C/c2ccccc2O)n1-c1ccc(Br)cc1	?	/	/	/
CCN(CC)C(=O)c1ccc(NC(=O)CCn2nc(-c3ccc(C)cc3)c3ccccc3c2=O)cc1	-1.0%	/	/	/
O=C(Cn1cc(C(=O)c2ccccc2)c2ccccc21)Nc1ccc(Br)cc1	0.0%	/	/	/

4 entries from above, reformatted:
| SMILES | Epigenetic derep | Luc counter | Lamin A splicing | IMPase Li cell |
| --- | --- | --- | --- | --- |
| CCOc1ccc(CN(CCc2ccc3c(c2)OCO3)Cc2cccc(OC)c2)cc1 | -1.2% | / | / | / |
| O=C(Nc1ccc(Br)cc1C(=O)c1ccccc1Cl)c1ccc(Br)cc1 | -0.8% | / | / | / |
| CC(C)(C)c1ccc(C(=O)Nc2ccc(Cl)cc2C(=O)c2ccccc2)cc1 | -0.8% | / | / | / |
| COc1ccc(-c2nc(CN3C(=O)CN=C(c4ccccc4)c4ccccc43)c(C)o2)cc1OC | -2.6% | / | / | / |

Next part.
SMILES	Epigenetic derep	Luc counter	Lamin A splicing	IMPase Li cell
N#Cc1cc2c(nc1SCC(=O)Nc1ccc(F)c(Cl)c1)C1CCN2CC1	0.0%	/	/	/
CCC(C(=O)Nc1ccccc1F)N1C(=O)CN=C(c2ccccc2)c2ccccc21 (stereo unspecified)	1.7%	/	/	/
CC(=O)N1CC(=O)Nc2ccc(F)cc2C1c1ccccc1 (stereo unspecified)	-1.4%	/	/	/
Cc1c(Cl)cccc1NC(=O)CN1C(=O)C(C)N=C(c2ccccc2)c2ccccc21 (stereo unspecified)	-1.7%	/	/	/
CCCC12CN3CC(C)(CN(C1)C3c1ccccn1)C2=O (stereo unspecified)	-2.0%	/	/	/
Cc1ccc(CNC(=O)CCCn2c(=O)c3sccc3n(CC(=O)Nc3c(C)cccc3C)c2=O)cc1	-0.9%	/	/	/
CCCCCc1nc2ccccc2c(=O)n1-c1ccc(C)cc1	-0.7%	/	/	/
Cc1ncc([N+](=O)[O-])n1CCN=[N+]=[N-]	/	-6.2%[7.66 µM]	/	-8.8%
CC[C@]1(OC(=O)CN)C(=O)OCc2c1cc1n(c2=O)Cc2cc3ccccc3nc2-1	/	-4.9%[7.66 µM]	/	-10.1%
O[C@H](CN1CC1)[C@@H](O)CN1CC1	/	-4.6%[7.66 µM]	/	2.1%
CN(CCC(=O)O)C1=Nc2ccc(Cl)cc2C(c2ccccc2)=[N+]([O-])C1	/	1.8%[7.66 µM]	/	-3.3%
O=[As](O)(O)c1ccc(Cc2ccc([As](=O)(O)O)cc2)cc1	/	0.2%[7.66 µM]	/	3.5%
CO[C@H]1[C@H](O)[C@H](O[C@@H]2[C@H](Oc3cccc4c(O)c5c(=O)oc6ccc(C)c7c(=O)oc(c34)c5c67)O[C@@H](C)[C@H](O)[C@H]2O)O[C@@H](C)[C@@H]1O	/	-2.3%[7.66 µM]	/	2.6%
O=C(N1CCOCC1)C1(c2ccccc2)CCNCC1	/	-0.6%[7.66 µM]	/	1.4%
N#CS.N=C=S.N=C=S.[Cu].[NH2-].[NH2-].[NH2-].[NH2-].c1ccc2ncccc2c1	/	-2.2%[7.66 µM]	/	-9.7%
O=c1[nH]cnc2[nH]cc(CN3CCCCC3)c12	/	-2.4%[7.66 µM]	/	-0.3%
O=C(O)[C@H]1[O][Sb][O][C@@H](C(=O)O)C1O (stereo partly specified)	/	-10.0%[7.66 µM]	/	-14.1%
Cc1ccc(NC(=[OH+])c2cc3ccccc3cc2O)c(C)c1.Cc1ccc(NC(=[OH+])c2cc3ccccc3cc2O)c(C)c1.[Ni]	/	-7.1%[7.66 µM]	/	6.8%
CN(C)CCC(C#N)(c1ccccc1)c1ccccc1	/	-1.0%[7.66 µM]	/	17.4%
O=C(O)[C@H](Cc1cnc[nH]1)N1C(=O)c2ccccc2C1=O	/	-1.2%[7.66 µM]	/	-7.8%
COc1cc(CCN)c(OC)c(OC)c1	/	-6.1%[7.66 µM]	/	1.2%
c1ccc2c(c1)Sc1ccccc1N2C[C@H]1CN2CCC1CC2	/	-0.9%[7.66 µM]	/	24.5%
C[C@H](CN(C)C)C(C#N)(c1ccccc1)c1ccccc1	/	-0.8%[7.66 µM]	/	22.7%
O=C(O)C[C@H]1OCC=C2CN3CC[C@]45c6ccccc6N[C@@H]4[C@H]1[C@H]2C[C@H]35	/	-0.4%[7.66 µM]	/	-10.4%
O=C(O)c1cc(N=Nc2ccc([As](=O)(O)O)cc2)ccc1O	/	0.2%[7.66 µM]	/	-4.3%
The results go on.
SMILES	Epigenetic derep	Luc counter	Lamin A splicing	IMPase Li cell
Cc1ccc(S(=O)(=O)O[C@H]2CN3CCC2CC3)cc1	/	0.1%[7.66 µM]	/	3.8%
COC(=O)[C@@H]1c2cc3c(c(O)c2[C@@H](O)C[C@]1(C)O)C(=O)c1c(O)cc2c(c1C3=O)O[C@H]1O[C@@]2(C)[C@@H](O)[C@H](N(C)C)[C@H]1O	/	-8.0%[7.66 µM]	/	-4.7%
N[C@H](Cc1ccc2oc3cc(=O)c4ccccc4c-3nc2c1)C(=O)O	/	-4.1%[7.66 µM]	/	-3.8%
Oc1ccc([C@H](O)C2CCCCN2)cc1O (stereo partly specified)	/	-2.8%[7.66 µM]	/	5.5%
Nc1c(C(=O)Nc2ccc([As](=O)(O)O)cc2)cnc2nnnn12	/	-1.9%[7.66 µM]	/	2.3%
C[C@]12CN(CC[N+](C)(C)C)C[C@]1(C)[C@@H]1CC[C@@H]2O1	/	-5.7%[7.66 µM]	/	1.4%
Nc1ccc(S(=O)(=O)c2ccc(NCN3C(=O)NC(=O)C(=O)C3=O)cc2)cc1	/	-2.3%[7.66 µM]	/	-6.5%
N=C(N)n1cc(/C=N\N=C(N)N)cn1	/	-9.7%[7.66 µM]	/	-7.3%
Nc1nc(N)c(N=Nc2ccc([As](=O)(O)O)c(O)c2)c(N)n1	/	-4.1%[7.66 µM]	/	8.4%
O=C(C[C@H](c1ccccc1)c1c(O)c2ccccc2oc1=O)c1ccccc1	/	-3.7%[7.66 µM]	/	5.4%
COc1cc2c(cc1O)C[C@@H]1c3c(cc(O)c(OC)c3-2)CCN1C	/	-6.1%[7.66 µM]	/	-1.9%
O.O.[NH-]C1(C(=O)O)CCCC1.[NH-]C1(C(=O)O)CCCC1.[Ni+2]	/	-0.8%[7.66 µM]	/	-10.6%
COc1ccc(C[C@@H]2C(=O)N[C@H](C)C(=O)N(C)[C@@H]3C(=O)N(C)[C@@H](Cc4ccc(O)c(c4)Oc4ccc(cc4)[C@H]3O)C(=O)N[C@@H](C)C(=O)N[C@H](C)C(=O)N2C)cc1	/	-4.0%[7.66 µM]	/	0.9%
N=C(N)SCc1ccc(Cl)c2ccccc12 (tested in a mixture with another compound)	/	-2.1%&-0.9%[7.66 µM]	/	-3.5%&8.6%
O=C(O)C[SH+]CC(=O)O.O=C(O)C[SH+]CC(=O)O.[Cu]	/	1.6%[7.66 µM]	/	15.1%
N#CCCCC[N+]12CN3CN(CN(C3)C1)C2	/	-4.9%[7.66 µM]	/	15.7%
NCCc1c[nH]c2ccc(OC(=O)C(=O)O)cc12	/	-9.2%[7.66 µM]	/	-3.8%
C[C@H](Br)C(=O)N[C@H](CO)C(=O)O	/	-6.1%[7.66 µM]	/	-4.7%
O=C(Nc1ccc([As](=O)(O)O)cc1)Nc1cccc(Cl)c1Cl	/	-2.5%[7.66 µM]	/	-13.7%
CN(C)CCCc1c[nH]c2ccccc12	/	-6.7%[7.66 µM]	/	1.1%
CCOC(=O)[C@@H]1[C@@H]2c3ccccc3-c3ccccc3[C@H]2C[C@H]1O	/	-4.4%[7.66 µM]	/	1.2%
O=C(O)c1cccc([As]=[As]c2cccc(C(=O)O)c2)c1 (stereo unspecified)	/	-1.3%[7.66 µM]	/	-1.1%
N[C@@H](CSC1c2ccccc2-c2ccccc21)C(=O)O	/	-4.2%[7.66 µM]	/	-0.4%
O=C(COc1ccccc1Cl)N1CCN(CCc2ccncc2)CC1	3.3%	/	12.5%[46 µM]	/
Cc1ccc(-n2c(/C=C\c3ccc(F)cc3)nc3ccccc3c2=O)cc1Cl	7.6%	/	?	/
(next part)
SMILES	Epigenetic derep	Luc counter	Lamin A splicing	IMPase Li cell
CCOc1ccc2nc(NC(=O)c3cccn(Cc4ccc(C)cc4)c3=O)sc2c1	2.6%	/	2.9%[46 µM]	/
COc1ccc(OCC(=O)N2CCN(CCc3ccncc3)CC2)cc1	-3.2%	/	0.2%[46 µM]	/
O=C(c1ccc2c(c1)N(Cc1cccc(F)c1)C(=O)c1ccccc1S2)N1CCC2(CC1)OCCO2	0.0%	/	?	/
N#Cc1cc([N+](=O)[O-])ccc1NC(=O)c1cccn(Cc2cccc(F)c2)c1=O	8.8%	/	17.2%[46 µM]	/
Cc1cccc(Cn2cccc(C(=O)Nc3ccc(F)cc3F)c2=O)c1	0.6%	/	?	/
COc1cccc(NC(=O)c2cccn(Cc3ccccc3C)c2=O)c1	-1.6%	/	-23.5%[46 µM]	/
CCOc1ccc(CCNC(=O)c2ccc(-n3c(C)cc4c3CCCC4)cc2)cc1OCC	?	/	-4.8%[46 µM]	/
Cc1ccc(NC(=O)CN2C(=O)CN=C(c3ccccc3)c3ccccc32)cc1	0.3%	/	0.6%[46 µM]	/
CCn1c(CN2CCN(C)CC2)nc2ccccc21	-1.1%	/	3.6%[46 µM]	/
Cc1cccc(OCC(=O)N2CCN(CCc3ccccn3)CC2)c1	-3.2%	/	11.0%[46 µM]	/

Screens: PubChem BioAssay, National Center for Advancing Translational Sciences (NCATS)

Only part of the results is shown. The share of hits here may be higher or lower than overall.
